GPR7 antagonist: GPR7 receptor antagonists, primary screen, cell-based, fluorescence, single concentration. inhibition, % at 4.4 µM. 290,000 compounds, 1.1% hits. GPR7-expressing cells, fluorescence antagonist assay. Neuropeptides B/W receptor type 1 (Homo sapiens), P48145; in the data active means inhibition above about 16%, passing the limit was not always enough;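 further: cells stimulated with the agonist NPW; 0% = agonist with vehicle and 100% = vehicle without agonist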
Target sequence (P48145 whole entry, looked up): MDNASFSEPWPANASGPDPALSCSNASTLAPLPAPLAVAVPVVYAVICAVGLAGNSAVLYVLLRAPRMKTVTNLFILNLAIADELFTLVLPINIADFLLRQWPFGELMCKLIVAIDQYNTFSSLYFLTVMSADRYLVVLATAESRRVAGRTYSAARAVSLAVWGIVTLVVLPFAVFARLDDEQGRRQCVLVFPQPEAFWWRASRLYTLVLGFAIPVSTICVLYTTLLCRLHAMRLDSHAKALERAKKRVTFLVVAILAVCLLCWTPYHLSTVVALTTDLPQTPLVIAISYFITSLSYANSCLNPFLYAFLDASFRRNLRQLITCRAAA
V1aR counter: agonists of human V1a receptor, primary screen, counter-screen for OXTR agonist project, fluorescence, CHO-V1R cells | Vasopressin V1a receptor (Homo sapiens), P37288 | Fluo-8 calcium fluorescence, agonist mode; 0% DMSO, 100% 3 nM vasopressin | activation, % at 3 µM | 320,000 compounds, 0.25% hits;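 active means activation above the mean activation of all tested compounds plus 3 SD, per screening run, cut at about 20% in these data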;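 further: signal is peak over basal fluorescence ratio across a 100 second FLIPR read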
Target sequence (P37288 whole entry, looked up): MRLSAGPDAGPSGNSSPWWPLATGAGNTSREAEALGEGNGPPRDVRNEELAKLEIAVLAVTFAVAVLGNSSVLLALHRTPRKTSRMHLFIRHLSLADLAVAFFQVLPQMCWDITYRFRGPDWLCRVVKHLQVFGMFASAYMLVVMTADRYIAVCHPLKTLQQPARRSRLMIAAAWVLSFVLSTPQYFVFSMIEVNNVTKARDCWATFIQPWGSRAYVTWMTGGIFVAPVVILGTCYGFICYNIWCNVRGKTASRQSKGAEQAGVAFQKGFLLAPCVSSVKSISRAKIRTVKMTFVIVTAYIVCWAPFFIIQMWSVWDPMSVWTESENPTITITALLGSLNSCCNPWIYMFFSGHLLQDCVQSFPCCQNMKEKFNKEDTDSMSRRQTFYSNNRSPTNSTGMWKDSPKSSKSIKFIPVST
PHOSPHO1 inh: PubChem AID 1565; inhibition, % at 13.3 µM; Phosphoethanolamine/phosphocholine phosphatase (Homo sapiens), Q8TCT1; 290,000 compounds, 1.1% hits; recombinant PHOSPHO1, absorbance phosphatase assay; in the data active means inhibition above about 60%
NALP1 yeast inh: NALP1 inflammasome inhibitors in reconstituted yeast, colorimetric, S. cerevisiae, triplicate retest; S. cerevisiae NALP1/ASC/caspase-1 growth, X-gal OD620, 72 h; 280,000 compounds, 0.61% hits; inhibition, % at 10 µM; in the data active means inhibition mostly above about 24%, no sharp cut-off; inactive means mostly below about 32%; further: some compounds called inactive have numbers as strong as hits
MEKK2 WT-MEK5: modulators of MEK5 binding to wildtype MEKK2, primary screen, biochemical, multiplex bead flow cytometry, Alexa488-MEK5; Mitogen-activated protein kinase kinase kinase 2 (Homo sapiens), Q9Y2U5; Alexa488-MEK5 binding to MEKK2 WT; actives lie on both sides; binding response (% of control), % at 10 µM; 290,000 compounds, 1.1% hits; AID 1531, 2009; in the data active means binding response below about 67% or above about 130%
OXTR ag: human OXTR agonists, primary screen, fluorescence, CHO-OTR cells, Fluo-8 calcium; Fluo-8 calcium fluorescence; normalized: DMSO 0%, oxytocin 100%; 320,000 compounds, 0.32% hits; activation, % at 3 µM; AID 2435, 2010;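 active means activation above the mean of all tested compounds plus 3 SD, cutoff set per screening run, cut at about 20% in these data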;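 further: peak over basal fluorescence ratio from a 100 s FLIPR kinetic read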
GalR3 antagonist: GalR3 antagonists in HEK293 cells, primary screen, cell-based, fluorescence readout. Galanin receptor type 3 (Homo sapiens), O60755. HEK293 GalR3-CNG cAMP membrane potential fluorescence; galR3 body fused to GalR1 C-terminus. inhibition, % at 3 µM. 360,000 compounds, 0.44% hits. AID 651719, 2012;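 active means inhibition above the screen-wide average plus 3 SD, cut at about 13% in these data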;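 further: forskolin and galanin both at EC90 stimulate the cells; cAMP rise reported by CNG channel membrane potential dye signal; 0% = forskolin plus galanin with DMSO and 100% = forskolin alone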
Target sequence (O60755 1-299 limits assumed): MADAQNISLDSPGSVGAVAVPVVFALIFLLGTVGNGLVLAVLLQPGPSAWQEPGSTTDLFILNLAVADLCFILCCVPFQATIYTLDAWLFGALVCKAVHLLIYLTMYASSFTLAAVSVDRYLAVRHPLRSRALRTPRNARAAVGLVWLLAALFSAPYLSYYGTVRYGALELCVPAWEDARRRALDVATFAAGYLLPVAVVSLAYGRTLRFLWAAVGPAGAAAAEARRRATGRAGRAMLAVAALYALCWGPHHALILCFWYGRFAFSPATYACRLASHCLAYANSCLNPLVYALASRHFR
MEKK2 mut-MEK5: MEK5 binding signal on mutant MEKK2 PB1, primary screen, biochemical, multiplex bead flow cytometry, Alexa488-MEK5. AID 1530, 2009. 290,000 compounds, 0.35% hits. Alexa488-MEK5 binding to MEKK2 mutant. percent response, % at 10 µM; in the data active means percent response above about 24%, passing the limit was not always enough; further: inactives centre near 1; some results filed as inactive read as strong as hits; reference of the scale not given here
MEKK3 PB1 HTS: modulators of MEKK3-MEK5 PB1 binding, primary screen, biochemical, wildtype MEKK3, multiplex bead flow cytometry, Alexa488-MEK5; 290,000 compounds, 1.4% hits; Mitogen-activated protein kinase kinase kinase 3 (Homo sapiens), Q99759; bead-based flow cytometry, Alexa488-MEK5 binding to MEKK3; actives lie on both sides; 0 = blocked by unlabeled MEK5, 100 = vehicle; AID 1529, 2009; binding response (% of control), % at 10 µM;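 active means binding response more than 3 SD above or below the average of its plate-row segment, actives on both sides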;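 further: Alexa488 bead fluorescence after subtracting the streptavidin-only scavenger bead signal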
* hit, by the source's call; nt = no result given; & = joins results of further samples; ! = not confirmed by another sample; [ ] = remark or other dose. Compounds were not picked by outcome; any-hit rate near 5.4%.

SMILES	GPR7 antagonist	V1aR counter	PHOSPHO1 inh	NALP1 yeast inh	MEKK2 WT-MEK5	OXTR ag	GalR3 antagonist	MEKK2 mut-MEK5	MEKK3 PB1 HTS
O=C1CC(N2CCSCC2)C(=O)N1c1cccc(Cl)c1 (configuration not stated)	-9	2.9	-8	9	103	0.1	-8	6	104
CCCC(=O)n1nc(-c2ccc(OC)cc2)nc1N	5	0.5	42	12	99	-1.4	-2	1	100
CCN1CCN(c2nc3ccccc3nc2C(C#N)S(=O)(=O)c2ccc(C)cc2)CC1 (configuration not stated)	1	0.2	2	10	nt	0.4	-7	nt	nt
CCOC(=O)N1CCN(c2c(N3CCc4ccccc43)c(=O)c2=O)CC1	0	-1.4	-7	19	101	-0.6	0	8	107
Cc1sc2nc(SCCN(C)C)n(-c3ccccc3)c(=O)c2c1-c1ccc(F)cc1	-4	-1.1	2	26	113	-0.3	-13	2	100
COc1ccc(OC)c(C(O)c2nc3ccccc3n2C)c1 (configuration not stated)	5	0.2	nt	-89	100	-1.0	-5	5	99
COc1ccccc1CN1C(=O)c2ccccc2C1C(=O)NC1CCC(C)CC1 (configuration not stated)	13	-0.6	24	1	106	-2.1	-4	0	114
CCCCOP(=O)(c1ccc(N(C)C)cc1)C(O)c1ccc(N(C)C)cc1 (configuration not stated)	-5	1.2	24	12	96	0.1	-12	11	100
COc1ccc(C(=O)NCC(=O)N2CCN(c3ccccc3)CC2)cc1	-5	1.5	43	-19	94	0.0	9	-1	97
COc1ccc(-n2c(C)nc3cc(C(=O)NCCN4CCOCC4)ccc32)cc1	-8	1.4	5	0	96	2.0	-6	0	90
O=C(/C=C/c1ccccc1Cl)NCCc1ccc(F)cc1	-10	0.9	-2	18	107	-2.4	-3	1	105
O=C(CSc1nc2ccc(Nc3nc(N4CCOCC4)nc(N4CCOCC4)n3)cc2s1)N1CCOCC1	3	0.6	-15	31	104	1.2	2	-1	112
COc1ccc(Nc2nnc(SCC(=O)Nc3ccc4[nH]c(=O)[nH]c4c3)s2)cc1	-12	-0.3	7	6	101	0.2	-1	2	102
COc1cc(C(=O)NNC(=O)C2CC2)cc(OC)c1OC	-10	0.1	2	10	107	-1.2	-7	1	103
O=[N+]([O-])c1ccc(C[n+]2cc(-c3ccc(Cl)c(Cl)c3)n3c2CCCCC3)cc1	1	-1.1	32	11	102	-0.5	4	-3	93
Cc1cc(C(=O)Nc2ccc(C)c(S(=O)(=O)N3CCOCC3)c2)c(C)o1	-4	-0.2	-11	-1	104	-1.8	-9	-1	107
Cc1cccc(CN2CCSc3sccc3C2=O)c1	-5	-1.0	43	-10	102	-1.7	3	5	102
CCOc1cccc(=O)c2c(C)oc(C)c12	-7	0.3	4	4	97	0.4	-7	3	103
COc1ccc(C2=C(Nc3ccccc3)c3ccccc3C2=O)cc1	-12	-2.2	-1	4	109	-2.8	-1	3	107
CC(=O)N1CCc2cc(S(=O)(=O)CCC(=O)Nc3ccccc3F)ccc21	-9	-0.8	26	31	102	-0.4	-8	1	102
CCOc1cc(/C=C2/C(=O)ON=C2C)ccc1OCc1ccc(F)cc1	-6	-0.9	4	19	97	-1.8	-2	0	101
CCc1ccc(-n2c(SCc3c(C)noc3C)nnc2-c2ccncc2)cc1	16	0.3	35	1	99	1.0	3	-4	97
COc1ccc(-c2cc(=O)c3c(OC)c(OC)c(OC)c(OC)c3o2)cc1OC	-7&-10	0.0	40&6	1&30	102&99	-1.8	nt	0&-3	68*![inhibitor]
Cc1ccc(OCCn2c(SCCO)nc3c(N)ncnc32)cc1	-3	1.7	31	7	113	1.2	-10	12	110
Cn1cnnc1SC(C(=O)Nc1ccc(F)cc1)c1ccccc1 (configuration not stated)	4	0.3	9	-8	102	-0.8	-1	0	98
Cc1ccccc1Nc1nnc(SCC(=O)NCc2ccco2)s1	7	-0.3	87*	-11	101	-2.0	-3	10	102
COc1cc(Br)cc2cc(C(=O)OC3CCN(C)CC3)c(=O)oc12	-13	-0.9	nt	nt	107	0.1	1	3	105
Cc1nc2ccccc2c(=O)n1N	-1	0.5	-7	11	98	0.1	-6	-3	91
O=C(NCc1ccc(Cl)cc1)C(=O)c1cn(CC(=O)N2CCOCC2)c2ccccc12	1	3.7	12	10	103	2.6	19*	2	101
Cc1cc(=O)oc(C)c1C(=O)Nc1ccc(N(C)C)cc1	-8	0.8	8	32	96	0.4	-1	-1	100

Entries shown so far with a thiophene ring, fused or not, in the order listed:
SMILES	GPR7 antagonist	V1aR counter	PHOSPHO1 inh	NALP1 yeast inh	MEKK2 WT-MEK5	OXTR ag	GalR3 antagonist	MEKK2 mut-MEK5	MEKK3 PB1 HTS
Cc1sc2nc(SCCN(C)C)n(-c3ccccc3)c(=O)c2c1-c1ccc(F)cc1	-4	-1.1	2	26	113	-0.3	-13	2	100
Cc1cccc(CN2CCSc3sccc3C2=O)c1	-5	-1.0	43	-10	102	-1.7	3	5	102

Other compounds:
SMILES	GPR7 antagonist	V1aR counter	PHOSPHO1 inh	NALP1 yeast inh	MEKK2 WT-MEK5	OXTR ag	GalR3 antagonist	MEKK2 mut-MEK5	MEKK3 PB1 HTS
Cc1cc(C)n(CCCNC(=O)c2ccc3c(c2)NC(=O)CS3)n1	-3	1.1	6	17	111	0.1	-5	11	103
CN1CCN(S(=O)(=O)c2cccc(C(=O)N(c3ccccn3)C3CCCCC3)c2)CC1	-7	-0.4	5	8	101	-2.3	-3	-10	99
O=C(COC(=O)c1nc(Cl)ccc1Cl)Nc1ccccc1OC(F)F	8	-0.2	16	-2	95	-1.3	-4	-1	102
CCOC(=O)/C(N=Nc1cc(C(=O)O)cc(C(=O)O)c1)=C(\O)CCl	1	-0.1	5	10	88	0.9	-10	-4	89
Cc1cc(C(=O)CN2C(=O)NC3(CCCc4ccccc43)C2=O)c(C)n1C (configuration not stated)	4	0.5	9	27	100	0.5	-6	-1	92
CNC(=O)c1cc(C(=O)c2ccc(Cl)cc2)c(Br)[nH]1	-7	4.6	24	17	107	-0.1	-11	6	102
C[C@H](NC(=O)c1ccc(Br)cc1)C(=O)NCc1ccc(S(N)(=O)=O)cc1	6	0.0	22	2	95	0.5	7	-2	100
COc1ccc(C(=O)NCCCOC(C)C)cc1OC1CCN(C(C)=O)CC1	0	0.6	14	15	106	-0.1	-3	0	100
CCc1ccc(CNC(=O)c2ccc3c(c2)NC(=O)C(N2CCOCC2)S3)cc1 (configuration not stated)	-1	3.8	48	14	99	2.7	-7	-1	100
NS(=O)(=O)c1cccc(NC(=O)c2cc(=O)c3ccccc3o2)c1	5	-0.1	14	-2	105	0.8	0	-3	100
Cc1c(S(=O)(=O)Nc2cccc(Cl)c2)c(=O)n(C)c(=O)n1C	-9	0.2	-7	-18	110	0.2	nt	12	109
O=[N+]([O-])c1cnccc1Nc1cccc(F)c1	-9	0.5	-8	10	96	-0.7	-1	2	100
COc1ccc(CNC(=O)c2c(C)cc(=O)oc2C)cc1OC	-15	-0.1	20	14	100	0.7	5	-3	95
CC(C)(C)c1ccc2c(c1)N(CC(=O)N1CCCC1)C(=O)CO2	-1	-0.6	3	4	99	-0.7	-12	1	101
C/C(N)=C(\C#N)C(=O)NCc1ccccn1	-13	1.7	5	-8	103	0.6	-6	7	106
S=C(NCCc1ccccc1)Nc1c(Cl)cccc1Cl	-5	3.8	32	nt	92	-2.1	-1	-4	92
COc1ccc(C(=O)c2cc([N+](=O)[O-])ccc2N2CCOCC2)cc1	17	-0.1	9	14	81	-0.1	-6	-9	77
CCN(C(=S)NCc1ccccc1)c1ccccc1	-12	-0.8	-42	-17	97	-1.7	-4	3	103
CC1=NNC(=O)C1Oc1ccccc1 (configuration not stated)	-10	-0.4	32	-4	105	0.5	5	1	102
Cc1ccc(NC(=O)Cc2nc(CCl)cs2)cc1	-4	-0.2	-11	32	104	-1.5	2	0	104
COC(=O)[C@H](CC(C)C)NC(=O)Nc1ccc(F)cc1	-10	-0.8	-1	8	94	-0.8	-4	-11	92
CN(C)c1ccc(P(=O)(OC2CCCCC2)C(O)c2cccnc2)cc1 (configuration not stated)	-8	0.3	0	-25	90	0.3	-1	-4	103
Cc1nonc1NC(=O)CSc1nnnn1-c1ccccc1	-22	0.3	14	14	101	1.4	-7	2	103
CCOc1cc(-c2noc(-c3ccncc3)n2)cc(Br)c1OC	-2	-0.1	-4	2	100	-0.6	-1	0	101
O=C(O)c1ccc(S(=O)(=O)N2CCCc3ccccc32)cc1	-4	-0.2	-11	24	103	1.5	-4	-1	101
CC(Oc1cc2oc(=O)c3c(c2cc1Cl)CCCC3)C(=O)NCc1ccncc1 (configuration not stated)	-10	0.7	17	0	101	0.1	0	4	102
CN1CCN(/N=C/c2ccc(N(C)c3ccccc3)cc2)CC1	0	-1.0	23	13	115	1.8	-7	10	103
CCCN1Cc2cccc(C(=O)Nc3ccc(C)cc3)c2C1=O	1	0.5	11	31	106	-1.4	2	-1	111
COc1ccc(O)c(-c2cc(-c3ccccc3[N+](=O)[O-])[nH]n2)c1	-5	0.6	-9	15	111	2.3	0	4	106
CCCCOc1cccc(C(=O)NC(=S)Nc2cccnc2)c1	-9	2.4	-6	17	94	-3.1	-3	-3	96
O=C(CN(Cc1ccccc1)S(=O)(=O)c1ccc2c(c1)OCCO2)N/N=C/c1cccc(Br)c1	0	0.9	-19	15	103	2.8	-3	-1	95
CN(c1ccc(OCC(=O)Nc2nc(-c3ccccc3)cs2)cc1)S(=O)(=O)c1ccc(F)cc1	21*	1.4	-12	27	99	1.8	-11	-1	100
O=c1oc(-c2ccc(Br)cc2)nc2ccccc12	-15	0.2	10	6	117	-2.4	-10	12	105
CCC(Sc1nncn1C)C(=O)Nc1cc(C)on1 (configuration not stated)	-18	2.0	18	1	102	0.7	-1	8	102
O=C(Nc1ccc(F)cc1F)c1c(C(F)(F)F)ccnc1Oc1ccc(Cl)cc1	10	-0.5	-10	15	100	-3.6	-6	-1	94
Cc1n[nH]c(C)c1S(=O)(=O)N1CCCC(C(=O)NCc2ccc(F)cc2)C1 (configuration not stated)	-5	-0.6	-13	-11	101	-1.0	-1	4	104
CCOC(=O)c1csc(NC(=O)Nc2cccc(Cl)c2)n1	-6	3.7	14	13	105	2.2	-5	-2	102
COc1ccc(C(CC(=O)N2CCCCC2)c2c(OC)cc(OC)c3c(-c4ccccc4)cc(=O)oc23)cc1 (configuration not stated)	nt	-0.9	31	-3	93	-1.3	-5	-1	99
O=C(Nc1ccc(NC(=O)C2CCCN2C(=O)OCc2ccccc2)cc1)c1ccco1 (configuration not stated)	-10	1.1	11	17	100	0.6	-1	1	99
Cn1c(COc2ccccc2)nnc1SCCSc1nnc(COc2ccccc2)n1C	-3	-0.8	-25	5	104	-1.5	0	4	102
Cc1ccc(NC(=O)c2ccccc2OCC(=O)c2ccccc2)cc1	7	1.7	12	-2	92	-0.3	-5	-7	95

Screening data (PubChem)
